MOR-DOR ag – agonists of OPRM1-OPRD1 heterodimerization, primary screen, cell-based, luminescence. Mu-type opioid receptor (Homo sapiens) + Delta-type opioid receptor (Homo sapiens), …. AID 504326, 2011. 0.3% of 340,000 active. activation, % at 9.3 µM. cells; in the data active means activation above about 18%;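 further: 0% = vehicle-treated cells and 100% = reference agonist; values of inactives mirror those of a sister screen read the other way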
Tat export inh – E. coli Tat export inhibitors, primary screen, MC4100, TorA-mCherry reporter, fluorescence, single point. inhibition, % at 10 µM. 0.036% of 340,000 active. AID 488895, 2010;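 active means mean replicate inhibition at least 50% and at least half of replicates individually reaching 50%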;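 further: exported cargo escapes ClpAP degradation while cytoplasmic cargo is degraded and loses fluorescence; 0% = median of neutral control wells and 100% = median of NaSCN control wells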
phage Ecoli inh – growth loss of phage-infected E. coli, primary screen, RecBCD inhibitor project, absorbance, with phage, HTS. inhibition, % at 11.9 µM. 0.26% of 360,000 active. AID 651602, 2012; in the data active means inhibition above about 11%
Mot1-301 SUMO – yeast Mot1-301 growth rescue at high temperature, primary screen, SUMOylation pathway inhibitor project, S. cerevisiae, ATP luminescence, 38.5C; S. cerevisiae Mot1-301 growth rescue; percent above DMSO median, 100 means doubled; growth rescue, % at 18.8 µM; 1% of 320,000 active; AID 2716, 2010;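 active means every valid replicate shows activation above 250% relative to neutral control wells; inactive means the rest, any valid replicate at or below 250%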;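 further: OY570 slx delta 5 strain wells were the positive control but not used for scaling; some compounds called inactive have numbers as strong as hits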
PKA-R1A act – activators of PKA-R1A holoenzyme, primary screen, biochemical, fluorescence polarization, Cy5-IP20, bovine R1A, mouse PKAc | cAMP-dependent protein kinase type I-alpha regulatory subunit (Bos taurus) + … | PKA-R1A dissociation; scaled: DMSO 0%, 113 µM cGMP 100% | activation, % at 11.4 µM | 0.083% of 340,000 active | AID 504707, 2011;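 active means percent activation above the mean of all tested compounds plus 3 SD, cut at about 19% in these data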;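 further: higher means more PKAc released from R1A so a rise in polarization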
AddAB inh – growth inhibition of E. coli expressing H. pylori AddAB, primary screen, AddAB inhibitor project, absorbance; 0.29% of 330,000 active; inhibition, % at 11.9 µM; in the data active means inhibition above about 12%;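 further: 0% = vehicle wells of infected cells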
MOR-DOR inv ag – inverse agonists of MOR-DOR heterodimerization, primary screen, cell-based, luminescence; inhibition, % at 9.3 µM; cell-based MOR-DOR heterodimer luminescence, inverse agonism; Mu-type opioid receptor (Homo sapiens) + Delta-type opioid receptor (Homo sapiens), …; AID 504357, 2011; 0.21% of 340,000 active; in the data active means inhibition above about 22%, passing the limit was not always enough;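 further: 0% = cells with DMSO and 100% = wells without cells with DMSO; values of inactives mirror those of a sister screen read the other way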
HTR5A inv ag – HTR5A inverse agonists in luminescence cell assay, primary screen, counter-screen for OPRM1-OPRD1 heterodimer inverse agonist project, full-deck HTS; 0.083% of 340,000 active; AID 504634, 2011; HTR5A cell line, inverse agonism; inhibition, % at 9.3 µM; in the data active means inhibition mostly above about 23%, no sharp cut-off; inactive means mostly below about 18%;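 further: 0% = cells with DMSO and 100% = no-cell wells with DMSO; some compounds called inactive have numbers as strong as hits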
Target sequence (P47898 whole entry, looked up): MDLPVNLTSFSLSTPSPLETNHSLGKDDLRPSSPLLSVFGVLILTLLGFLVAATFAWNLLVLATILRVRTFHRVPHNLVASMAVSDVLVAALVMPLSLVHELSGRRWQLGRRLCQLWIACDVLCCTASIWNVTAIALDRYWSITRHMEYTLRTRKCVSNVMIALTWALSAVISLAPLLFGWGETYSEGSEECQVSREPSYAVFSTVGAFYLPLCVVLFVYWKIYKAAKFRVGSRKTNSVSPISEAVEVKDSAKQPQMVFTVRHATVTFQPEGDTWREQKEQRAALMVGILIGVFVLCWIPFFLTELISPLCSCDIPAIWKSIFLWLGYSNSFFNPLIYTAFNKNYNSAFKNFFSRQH
PfHsp90 set2 – growth inhibition of PfHsp90-expressing yeast, primary screen, antimalarial PfHsp90 inhibitor project, S. cerevisiae, BacTiter-Glo luminescence, single point, set 2; 0.32% of 310,000 active; BacTiter-Glo ATP, 48 h; yeast lacking PDR1 and PDR3 efflux regulators; inhibition, % at 9.4 µM; AID 504621, 2011;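 active means every replicate shows inhibition above about 80%, whatever the replicate mean, limit read from the data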;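 further: 0% = DMSO neutral controls and 100% = 20 µM radicicol positive controls; yeast relying on Plasmodium falciparum Hsp90 in place of its own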
E coli growth – E. coli V3065 growth inhibition, primary screen, counter-screen for AddAB inhibitor project, absorbance, OD600; 18 h; inhibition, % at 11.9 µM; 0.27% of 330,000 active; AID 449728, 2010;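 active means inhibition above the campaign's mean inhibition across all tested compounds plus 3 SD, cut at about 9.9% in these data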;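 further: uninfected addAB+ strain grown without phage in ampicillin broth; 0% = DMSO wells and 100% = ciprofloxacin 0.95 µg/ml wells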
PKA-R2B activ – activators of PKA-R2B holoenzyme, primary screen, biochemical, fluorescence polarization, Cy5-IP20, human | cAMP-dependent protein kinase catalytic subunit beta (Homo sapiens) + cAMP-dependent … | AID 504700, 2011 | PKA-R2B holoenzyme dissociation; R2B truncated from residue 108, S112A mutant; 0% DMSO only, 100% 113 µM cGMP | activation, % at 11.4 µM | 0.079% of 340,000 active;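 active means activation above a cutoff set at the mean over all compounds plus 3 SD, cut at about 18% in these data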;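 further: higher means more holoenzyme dissociation and a rise in polarization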
Target sequence (P31323 whole entry, looked up, other chains not shown, the tested form may be a part): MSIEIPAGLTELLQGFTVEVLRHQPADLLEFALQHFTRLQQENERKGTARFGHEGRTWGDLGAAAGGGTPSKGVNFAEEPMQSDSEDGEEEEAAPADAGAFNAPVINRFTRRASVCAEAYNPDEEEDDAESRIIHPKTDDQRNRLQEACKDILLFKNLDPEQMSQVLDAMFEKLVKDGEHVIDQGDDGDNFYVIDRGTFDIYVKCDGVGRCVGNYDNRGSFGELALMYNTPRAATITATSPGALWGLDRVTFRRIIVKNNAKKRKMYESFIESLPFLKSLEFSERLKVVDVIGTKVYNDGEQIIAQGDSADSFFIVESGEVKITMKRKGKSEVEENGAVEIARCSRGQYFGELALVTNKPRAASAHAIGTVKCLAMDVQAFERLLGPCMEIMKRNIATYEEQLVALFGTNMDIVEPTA
The depositor's hits bear a star; i = inactive; x = no result given.

The line under a structure holds: MOR-DOR ag	Tat export inh	phage Ecoli inh	Mot1-301 SUMO	PKA-R1A act	AddAB inh	MOR-DOR inv ag	HTR5A inv ag	PfHsp90 set2	E coli growth	PKA-R2B activ
COc1ccc(C2(C(=O)NCCc3ccccc3)CCCC2)cc1
    0.1	-5	1.5	12	1	2.5	0	-12	16	-0.1	10
Cc1cc(C)c2cc(C#N)c(SCC(=O)Nc3cc(C)on3)nc2c1
    -1.9	9	3.8	-4	-2	0.1	10	7	-26	0.9	-3
COc1ccc(F)cc1S(=O)(=O)N1CCN(c2ccccn2)CC1
    -3.0	5	-1.3	-2	5	3.3	15	1	7	-2.1	-3
CNCc1ccccc1OCC(=O)Nc1ccccc1OC
    -1.3	-4	4.0	3	4	1.3	7	11	6	2.2	-1
Cc1cc(Cl)cc(Br)c1OCCCN1C(=O)NC(C)(C)C1=O
    -0.5	18	0.9	-6	4	1.9	2	5	x	0.8	3
CC(NC(=O)C(=O)NCC1CCCO1)c1ccccc1 (stereo not given)
    -2.5	-1	5.3	14	-2	4.4	13	-10	-14	0.1	-1
CCOc1cc(C(=O)NCc2ccccc2)ccc1OCC(=O)N1CCCCC1
    -1.6	-3	-0.1	6	-4	-0.3	6	-1	x	-3.5	-9
Cn1cccc1/C=N/NC(=O)c1cccc(OC(F)(F)C(F)F)c1
    -1.6	-4	2.6	5	0	2.0	9	9	-3	1.6	4
Cn1c(=O)n(C)c2cc(NS(C)(=O)=O)ccc21
    0.2	8	0.3	-1	-7	3.3	-1	2	15	1.4	-12
Cc1cccc(NCc2ccc([N+](=O)[O-])s2)c1
    0.1	4	-0.4	26	7	3.9	0	-2	-1	1.6	3
COc1ccc(S(=O)(=O)CCC(=O)N2CCN(c3cccc(Cl)c3)CC2)cc1
    1.7	4	0.8	9	-8	2.3	-9	4	-43	0.7	-3
O=C1/C(=C/c2ccc(F)cc2)CCC1C1CCCC1 (stereo not given)
    3.4	10	5.5	7	-10	-1.8	-20	10	18	-2.3	-3
Cc1ccc(S(=O)(=O)c2nnn3c2nc(N2CCN(c4ccccn4)CC2)c2ccccc23)cc1
    -2.9	-8	1.6	-1	-9	2.2	15	-11	-9	0.8	-8
CCCCCCNC(=O)Cc1nc2nc(C)cc(C)n2n1
    -1.8	0	0.8	-23	2	2.1	9	31	-43	-1.2	-2
COc1ccc(N(C)C(=O)Cc2c(C(=O)O)n(C)c3ccccc23)cc1
    2.2	2	0.6	-19	3	-1.0	-10	-3	14	-1.9	3

Additional structures:
The line under a structure holds: MOR-DOR ag	Tat export inh	phage Ecoli inh	Mot1-301 SUMO	PKA-R1A act	AddAB inh	MOR-DOR inv ag	HTR5A inv ag	PfHsp90 set2	E coli growth	PKA-R2B activ
O=c1[nH]c(Cn2nnc(-c3ccccc3)n2)nc2scc(-c3ccccc3)c12
    2.3	1	2.5	4	-11	1.3	-10	-7	-14	-0.2	-5
Cc1cc(C)nc(NS(=O)(=O)c2ccc(NC(=S)NC(=O)C(C)C)cc2)n1
    -2.2	1	0.8	-14	-11	0.8	11	3	25	-1.7	-13
Cc1cc(OCC(=O)N(Cc2ccco2)c2c(N)n(Cc3ccccc3)c(=O)[nH]c2=O)ccc1Cl
    4.1	-6	1.5	27	-2	0.6	-16	-2	0	-2.5	3
CC(NCc1ccccc1Cl)C(=O)Nc1ccc(S(=O)(=O)N2CCCC2)cc1 (stereo not given)
    -0.7	3	-1.7	17	-1	-1.7	4	2	x	0.7	-10
Cc1ccc(OCCNC(=O)c2cc(=O)[nH]c3ccccc23)cc1
    -2.6	-1	1.3	-17	-7	-0.4	14	6	-36	0.5	-8
CN1C2C=C3C(C#N)=C(N)C(C#N)(C#N)[C@@H](c4cccc(F)c4)[C@@H]3C1CC2 (stereo not given in full)
    -2.7	-8	0.6	236	-17	0.3	12	-24	-34	-1.4	-11
C#CCNC(=O)C1=C[C@H](C2CCCCC2)C[C@H](OCc2ccc(CO)cc2)O1
    -1.9	10	-0.2	7	-9	3.4	11	6	-10	-1.6	-4
CN(C)c1ccc(S(=O)(=O)NCC(=O)NCCOc2ccccc2F)cc1[N+](=O)[O-]
    -1.3	2	-0.1	70	-1	-0.1	8	12	6	0.3	-8
C=CCn1c(SCc2c(C)noc2C)nnc1C1COc2ccccc2O1 (stereo not given)
    -1.9	7	0.6	99	4	0.6	11	11	x	-0.5	-4
Cc1cc2nc(C3CCCN(C(=O)NCc4ccccc4)C3)[nH]c2cc1C (stereo not given)
    4.0	7	2.6	-9	-1	-0.3	-24	8	45	-1.5	-12
Cc1ccc(C)c(C(=O)CSc2n[nH]c(C(C)C)n2)c1
    -1.3	5	2.8	-2	-8	2.0	7	5	17	0.4	-1
CCOc1ccc(C(=O)CC(NCc2cccs2)C(=O)O)cc1 (stereo not given)
    -1.8	21	0.5	9	-1	0.0	9	-18	28	-1.6	9
CCOC(=O)Cc1csc(Nc2ccc(Cl)cc2)n1
    2.5	-3	2.3	2	-3	3.7	-13	-1	-5	1.3	-10
Cc1ccc(C)c(NC(=S)NCC(c2ccccc2)N(C)C)c1 (stereo not given)
    265*	10	1.5	6	6	0.2	i	-6	17	-3.6	-8
COc1cccc(CN(C(=O)c2cc3ccccc3oc2=O)C2CCS(=O)(=O)C2)c1 (stereo not given)
    -1.6	1	2.4	8	-11	1.6	8	13	-16	1.1	-2

Other entries
The line under a structure holds: MOR-DOR ag	Tat export inh	phage Ecoli inh	Mot1-301 SUMO	PKA-R1A act	AddAB inh	MOR-DOR inv ag	HTR5A inv ag	PfHsp90 set2	E coli growth	PKA-R2B activ
COc1ccc(CC(=O)n2nc(-c3ccccc3)nc2NCc2ccco2)cc1
    -1.3	-2	2.6	-2	-1	-1.1	6	-4	0	-3.0	0
O=C(c1ccco1)N1CCN(CCCCN2C(=O)c3ccccc3C2=O)CC1
    -2.0	-2	1.1	-7	-10	1.6	11	-25	4	-1.1	-13
CCOc1ccc(NC(=O)CN(C)C(=O)C(C)N2C(=O)c3ccccc3C2=O)cc1OCC (stereo not given)
    -1.5	1	2.2	9	1	3.1	6	1	-11	-1.2	-8
COc1ccc(CCNC(=O)CCN2C(=O)[C@@H]3Cc4ccccc4CN3C2=O)cc1OC
    -1.0	-6	1.9	4	-13	3.5	5	-19	-5	-0.4	-3
O=C1C2C3C=CC(C4CC34)C2C(=O)N1Cc1ccccc1 (stereo not given)
    -1.8	5	3.6	-20	11	5.2	8	-16	-33	1.2	4
CCOc1ccc(NC(=O)COc2ccc(C(=O)NCc3cccnc3)cc2OC)cc1
    0.4	3	3.0	x	-6	2.7	-3	-2	-13	1.0	-3
COCC(=O)N(C)c1nnc(-c2cnccn2)s1
    -2.7	2	3.3	-1	3	3.4	16	-9	1	0.7	-8
CCn1c(CC(=O)Nc2ccc(C)cc2)nnc1SCC(=O)N1CCN(c2ccccc2)CC1
    -0.9	8	3.1	8	2	-0.2	5	-2	x	-0.7	-9
CC(CC(=O)OCC(=O)Nc1ccc2[nH]c(=O)[nH]c2c1)c1ccccc1 (stereo not given)
    -1.6	-4	0.3	-6	-7	1.8	7	4	-30	-1.8	1
Cn1c(=O)n(Cc2ccc(Cl)cc2)c2ccccc21
    -1.3	-5	2.2	-12	1	-1.6	7	13	-3	-1.1	2
Cc1cc2c(cc1S(=O)(=O)N1CCN(c3cccc(C(F)(F)F)c3)CC1)OCC(=O)N2
    5.5	-5	3.5	x	-8	3.2	-28	-30	-97	1.9	-1
Cc1cc(C)c(NC(=O)c2cn3c4c(c(N5CCN(C)CC5)c(F)cc4c2=O)OCC3C)c(C)c1 (stereo not given)
    -2.6	36	97*	238	-4	97*	14	0	8	97*	-6
COc1cccc(C(=O)NC(=O)Nc2cc(C)[nH]n2)c1
    -1.9	-3	3.6	-9	5	1.6	10	-22	-20	-0.3	-2

Quoted at random: five compounds from above.
The line under a structure holds: MOR-DOR ag	Tat export inh	phage Ecoli inh	Mot1-301 SUMO	PKA-R1A act	AddAB inh	MOR-DOR inv ag	HTR5A inv ag	PfHsp90 set2	E coli growth	PKA-R2B activ
Cn1c(=O)n(Cc2ccc(Cl)cc2)c2ccccc21
    -1.3	-5	2.2	-12	1	-1.6	7	13	-3	-1.1	2
CCOc1ccc(NC(=O)CN(C)C(=O)C(C)N2C(=O)c3ccccc3C2=O)cc1OCC (stereo not given)
    -1.5	1	2.2	9	1	3.1	6	1	-11	-1.2	-8
COc1ccc(CC(=O)n2nc(-c3ccccc3)nc2NCc2ccco2)cc1
    -1.3	-2	2.6	-2	-1	-1.1	6	-4	0	-3.0	0
Cc1cc(C)c(NC(=O)c2cn3c4c(c(N5CCN(C)CC5)c(F)cc4c2=O)OCC3C)c(C)c1 (stereo not given)
    -2.6	36	97*	238	-4	97*	14	0	8	97*	-6
CCOc1ccc(NC(=O)COc2ccc(C(=O)NCc3cccnc3)cc2OC)cc1
    0.4	3	3.0	x	-6	2.7	-3	-2	-13	1.0	-3

Screening results as filed in PubChem BioAssay.
